From PubChem
IL1B secr inh – inhibitors of inflammasome signaling (IL-1 beta secretion); activity change, % at 57.5 µM; hit rate 4.7% among 360,000; AID 743279; THP-1 LPS/ATP IL-1B secretion, AlphaLISA, 16 h; active compounds read low; in the data active means activity change below about -50%; inconclusive means mostly about -30% to -49%; further: on the % scale 0 is the no-effect control and ±100 the full control effect
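Secreted IL-1B measured by AlphaLISA bead assay after 16 h compound exposure of THP-1 cells; compounds (final up to 57.5 uM) added 1 h before LPS (250 ng/mL) and ATP (1.25 mM) stimulation; lower signal means less secretion.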
WRN inhibitor – WRN helicase (human) inhibition; Q14191; WRN helicase unwinding, fluorescent forked duplex, kinetic; Potency, µM (doses to about 114 µM), for the others: top-dose activity change, negative = inhibition, usual class: inhibitors; hit rate 0.46% among 360,000; further: potency means the concentration at half of the fitted maximal effect; on the % scale 0 is the no-effect control and ±100 the full control effect; nearly all actives have a fitted effect of over 55% in size
Target sequence (Q14191 whole entry, looked up): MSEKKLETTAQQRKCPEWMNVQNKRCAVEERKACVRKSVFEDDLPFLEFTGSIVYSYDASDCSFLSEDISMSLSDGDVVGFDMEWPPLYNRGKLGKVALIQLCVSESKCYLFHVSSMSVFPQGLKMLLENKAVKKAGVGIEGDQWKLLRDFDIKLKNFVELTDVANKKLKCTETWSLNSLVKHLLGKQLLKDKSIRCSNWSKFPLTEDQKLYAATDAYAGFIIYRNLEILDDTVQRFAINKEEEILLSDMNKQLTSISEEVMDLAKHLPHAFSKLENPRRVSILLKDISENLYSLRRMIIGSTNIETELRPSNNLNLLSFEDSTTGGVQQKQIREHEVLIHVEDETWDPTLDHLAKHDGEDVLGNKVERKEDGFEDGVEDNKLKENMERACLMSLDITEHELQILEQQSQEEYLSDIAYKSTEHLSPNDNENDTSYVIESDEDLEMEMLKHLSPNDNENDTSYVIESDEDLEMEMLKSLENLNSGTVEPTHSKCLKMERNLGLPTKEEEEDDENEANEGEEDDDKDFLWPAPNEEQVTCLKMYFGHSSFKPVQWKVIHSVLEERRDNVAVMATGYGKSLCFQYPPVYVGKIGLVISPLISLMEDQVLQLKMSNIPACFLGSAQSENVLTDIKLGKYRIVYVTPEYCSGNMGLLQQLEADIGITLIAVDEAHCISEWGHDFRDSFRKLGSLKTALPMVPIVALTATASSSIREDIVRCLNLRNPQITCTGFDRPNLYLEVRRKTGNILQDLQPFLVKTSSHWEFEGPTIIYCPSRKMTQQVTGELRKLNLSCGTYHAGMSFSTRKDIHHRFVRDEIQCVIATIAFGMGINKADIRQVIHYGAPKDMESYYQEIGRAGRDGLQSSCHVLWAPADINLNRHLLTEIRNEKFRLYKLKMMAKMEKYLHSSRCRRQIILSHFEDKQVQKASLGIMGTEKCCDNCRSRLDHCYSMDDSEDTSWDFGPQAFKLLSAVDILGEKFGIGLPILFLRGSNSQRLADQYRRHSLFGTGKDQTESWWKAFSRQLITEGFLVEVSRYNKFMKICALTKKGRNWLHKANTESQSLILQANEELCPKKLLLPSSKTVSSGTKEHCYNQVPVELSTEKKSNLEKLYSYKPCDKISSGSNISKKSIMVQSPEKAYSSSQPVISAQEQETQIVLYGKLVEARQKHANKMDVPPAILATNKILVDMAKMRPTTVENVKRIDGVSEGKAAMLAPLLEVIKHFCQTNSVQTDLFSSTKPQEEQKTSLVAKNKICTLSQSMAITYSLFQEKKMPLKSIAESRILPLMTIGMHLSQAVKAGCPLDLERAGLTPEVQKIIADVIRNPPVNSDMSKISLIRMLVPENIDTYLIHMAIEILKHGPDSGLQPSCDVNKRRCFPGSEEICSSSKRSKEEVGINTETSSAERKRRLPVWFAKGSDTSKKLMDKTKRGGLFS
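Screening of the MLSMR collection measured strand separation of a quenched forked DNA duplex (100 nM) by 20 nM WRN with 2 mM ATP, all final. Compounds were preincubated with enzyme 15 min at room temperature.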
HT1080 IDH1KD tx – toxicity to HT-1080 IDH1 knockdown cells (counter line); HT-1080 IDH1 knockdown viability, ATP luminescence, 48 h; AID 686971; Potency, µM (highest dose often 46.1 µM), for inactives: top-dose activity, negative = toxicity, usual class: cytotoxic; hit rate 2% among 360,000;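 further: potency means the concentration at half of the fitted maximal effect; 0% = DMSO wells and -100% = cell-free medium wells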
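Knockdown cells (IDH1KD HT-1080) received compounds 2 h after plating at 750 cells/well and were kept 48 h at 37 °C in 5% FBS RPMI. A CellTiter-Glo luminescence read gave % activity for curve fitting.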
KB-V1 MDR tox – kills drug-selected multidrug resistant KB-V1 cells; KB-V1 MDR cells viability, CellTiter-Glo, 72 h; Potency, µM (titrated, usually from 46.1 µM), for the others: at the top dose activity change, negative = cytotoxicity, usual class: cytotoxic; hit rate 3.4% among 400,000; further: potency means the concentration at half of the fitted maximal effect; on the % scale 0 is the no-effect control and ±100 the full control effect; nearly all actives have a fitted effect of over 60% in size
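Readout: CellTiter-Glo luminescence, 10 min after addition. Cells: KB-V1 MDR subline, 72 h at 37 degrees C with compound. Analysis: corrected, normalized data fitted to concentration-effect curves.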
MCF10A rerep – induces DNA re-replication in MCF 10a normal breast cells; Potency, µM (doses to about 46.1 µM), without a hit: top-dose activity, positive = re-replication, most hits filed as activators; MCF 10A DNA re-replication, Hoechst nuclear intensity, 48 h; AID 624296; hit rate 2.9% among 350,000; further: potency means the concentration at half of the fitted maximal effect; % of control where 0% means no effect; nearly all actives have a fitted effect of over 50% in size
ATXN2 expr inh – ATXN2 expression inhibition | HEK-293 ATXN2-luciferase reporter, luminescence, 24 h | Potency, µM (series often up to 57 µM), inactives show at the top dose activity change, negative = inhibition, actives largely listed as inhibitors | hit rate 0.72% among 360,000 | AID 1745845; further: potency means the concentration at half of the fitted maximal effect; on the % scale 0 is the no-effect control and ±100 the full control effect; nearly all actives have a fitted effect of over 55% in size
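qHTS (up to 57 uM final) was run with 24 h compound exposure of reporter cells at 37 °C. Each well was multiplexed: SteadyGlo luminescence measured ATXN2-luciferase expression after a fluorogenic Gly-Phe-AFC viability readout (25 uM final).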
KB-3-1 tox – kills parental KB-3-1 adenocarcinoma cells; KB-3-1 viability, CellTiter-Glo ATP luminescence, 72 h; Potency, µM (series often up to 46.1 µM), without a hit: at the top dose activity change, negative = cytotoxic, most hits filed as cytotoxic; hit rate 1.4% among 400,000; AID 1347075; further: potency means the concentration at half of the fitted maximal effect; on the % scale 0 is the no-effect control and ±100 the full control effect; nearly all actives have a fitted effect of over 60% in size
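KB-3-1 parental drug-naive adenocarcinoma cells in DMEM/10% FBS, incubated 72 h at 37 C with pin-transferred compounds across a concentration series. Viability by CellTiter-Glo luminescence; concentration-response curves fitted after normalization.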
SW480 rereplic – induces DNA re-replication in SW480 colon adenocarcinoma cells; Potency, µM (highest dose often 46.1 µM), for inactives: at the top dose re-replication activation, usual class: activators; hit rate 1.8% among 340,000; SW480 DNA re-replication, Hoechst DNA content imaging, 48 h; AID 624297; further: potency means the concentration at half of the fitted maximal effect; % of control where 0% means no effect; nearly all actives have a fitted effect of over 55% in size
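Readout is total intensity of Hoechst-stained nuclei, excited at 405 nm and collected at 500-530 nm. Compound treatment lasted 48 hr at 37 C in 5% CO2 before staining.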
HT1080NT lethal – kills 2HG-producing HT-1080-NT fibrosarcoma cells; HT-1080-NT fibrosarcoma viability, CellTiter-Glo ATP luminescence, 48 h; Potency, µM (highest dose often 46.1 µM), without a hit: top-dose activity, negative = less viability, actives largely listed as cytotoxic; hit rate 1.6% among 360,000; AID 686970;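 further: NT is the 2HG producing partner of a matched IDH1 knockdown line; potency means the concentration at half of the fitted maximal effect; 0% = DMSO-treated cells and -100% = media-only wells without cells; nearly all actives have a fitted effect of over 55% in size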
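Viability of the 2HG-overproducing fibrosarcoma line after 48 hours of compound exposure at 37 degrees C was determined by luminescence with CellTiter-Glo, and concentration-effect curves were then fitted and categorized.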
Numbers without * were called inactive; ? = inconclusive; / = not tested or not shown; [ ] = remark or other dose. Unless noted, the call rests on the fitted dose curve; in most records, active means well fitted curve in the direction sought with a large enough effect; inconclusive means small, poorly fitted or top-dose-only effect, or another doubt; inactive means no such curve, though single readings can be large; an effect the other way counts as inactive or inconclusive.

Preview (2 entries):
SMILES	IL1B secr inh	WRN inhibitor	HT1080 IDH1KD tx	KB-V1 MDR tox	MCF10A rerep	ATXN2 expr inh	KB-3-1 tox	SW480 rereplic	HT1080NT lethal
NC(=O)COC(=O)C1c2ccccc2Oc2ccccc21	-10	9%	24%	8%	5%	-22%	-3%	-12%	18%
Cc1cc(-c2ccc(C)c(S(=O)(=O)NCCCN3CCCCCC3)c2)on1	-51*	-6%	0%	2%	7%	-7%	-28%	21%	-4%

The listing, from the start:
SMILES	IL1B secr inh	WRN inhibitor	HT1080 IDH1KD tx	KB-V1 MDR tox	MCF10A rerep	ATXN2 expr inh	KB-3-1 tox	SW480 rereplic	HT1080NT lethal
NC(=O)COC(=O)C1c2ccccc2Oc2ccccc21	-10	9%	24%	8%	5%	-22%	-3%	-12%	18%
Cc1cc(-c2ccc(C)c(S(=O)(=O)NCCCN3CCCCCC3)c2)on1	-51*	-6%	0%	2%	7%	-7%	-28%	21%	-4%
CCOc1ccc(N2C(=O)CC(SCC(=O)O)C2=O)cc1 (stereo unspecified)	?	9%	25%	0%	3%	51%	9%	4%	19%
COC(=O)c1ccc(C)c(NC(=O)CCn2[nH]c(=O)ccc2=O)c1	11	5%	6%	?	-3%	-1%	0%	-3%	17%
Cn1c(=O)c2c(nc(-n3ccnc3)n2Cc2ccccc2)n(C)c1=O	-27	-10%	2%	0%	1%	80%[activator]	1%	?	-13%
CCCC(=O)Nc1cc2c3c(c1)CC(=O)N3CCC2	-17	-2%	-4%	13%	0%	/	-2%	1%	7%
C[C@@H]1CCC[C@@]2(O[C@@H](CCO)C[C@@H](O)[C@@H]2O)O1	10	3%	-3%	9%	2%	0%	15%	-2%	3%
Cc1ccc(S(=O)(=O)Nc2ccc(Br)cc2/C=N/n2cnnc2)cc1	11	-11%	?	-24%	0%	?	0%	10%	13µM*
CCC(=O)Oc1ccc(NC(=O)c2ccc(S(=O)(=O)N3CCCC3)cc2)cc1	0	-11%	-23%	8%	/	/	0%	/	-13%
COc1ccc(CN2C(=O)C(CC(=O)NCc3cccc4ccccc34)CC(C(=O)N(C)C)=C2C)cc1 (stereo unspecified)	9	3%	1%	-10%	/	5%	-7%	/	-2%
CC(C)C(NC(=O)C1CCCCC1)C(=O)Nc1ccncc1 (stereo unspecified)	35	-18%	-3%	0%	-1%	-6%	-4%	-3%	0%
COc1cccc(C(C)NC(=O)C2CCCO2)c1 (stereo unspecified)	5	-33%	25%	25%	10%	-5%	4%	-52%[inhibitor]	12%
O=C(COC(=O)c1ccc(NS(=O)(=O)c2cccs2)cc1O)NC1CCCCC1	42	-5%	-6%	8%	6%	-8%	-1%	-4%	-8%
COCCNC(=O)CN1c2ccccc2CC1C (stereo unspecified)	10	5%	-2%	14%	-7%	2%	-3%	-1%[9.22 µM]	-1%
COC(=O)CSc1nc(C(C)C)nc2ccccc12	5	4%	0%	5%	1%	-2%	0%	-5%	0%
COc1ccc([N+](=O)[O-])cc1NC(=O)c1ccccc1SC	-6	0%	6%	-17%	1%	7%	8%	-2%	15%
CC(=O)Nc1ccc(OS(=O)(=O)c2ccc(C)cc2C)cc1	40	-5%	-22%	-2%	29%	6%	12%	-2%	-4%
COc1ccccc1CNC(=O)CN1C(=O)NC2(CCCCCC2)C1=O	5	-1%	15%	12%	2%	3%	7%	-2%	7%
COc1cc[n+]([O-])cc1[N+](=O)[O-]	-19	6%	20%	15%	-14%	-11%	2%	5%	18%
O=C(COC(=O)c1n[nH]c2ccccc12)c1ccc(F)c(F)c1	8	0%	-1%	12%	3%	-16%	-1%	?	-1%
O=[N+]([O-])c1cc(S(=O)(=O)N2CCCCCC2)ccc1F	?	?	?	-25%	4.6µM*	?	?	/	?
CC1(C)CCCN(Cc2c(O)ccc3c(=O)c(-c4nc5ccccc5s4)c(N)oc23)C1	55	-9%	-5%	?	23µM*	0%	?	-9%	?
CC1=CC(C)(C)N(C(=O)c2ccccc2)c2ccc(C)cc21	38	-7%	-5%	-1%	20%	/	-4%	23%	-1%
CCOC(=O)c1cc(C)n(S(=O)(=O)c2ccc(C)cc2)c1C	33	7%	-8%	-30%	24%	-1%	0%	2%[9.22 µM]	-11%
CC(NC(=O)Nc1ccc(Cl)cc1)c1ccccc1 (stereo unspecified)	-4	-2%	-1%	-7%	3%	/	-4%	-4%	0%
O=C(C/C=N/OCc1ccc(Cl)cc1Cl)c1ccc(Cl)cc1	26	-2%	0%	?	?	8%	-3%	-9%	11%
COc1ccc(C(=O)N2CCC(C(=O)Nc3ccc4c(c3)OCO4)CC2)cc1	-2	1%	-7%	2%	0%	/	-10%	-2%	-4%
CCN(CC)c1ccc(/C=C2/C(=O)c3ccc(C(=O)O)cc3C2=O)cc1	33	35µM*	4%	29%	-2%	23%	17%	1%	1%
N/C(Cc1ccc([N+](=O)[O-])cc1)=N\OC(=O)C1CCCCC1	10	0%	7%	4%	-5%	16%	-10%	-2%	3%
COc1ccccc1C(=O)N/C(=C\c1ccccc1)C(=O)NC(C)C(=O)O (stereo unspecified)	6	-3%	7%	?	1%	1%	0%	-1%	7%
COCCN(C(=O)CSc1nnc(-c2ccccc2F)n1N)c1c(N)n(Cc2ccccc2)c(=O)[nH]c1=O	-6	-32%	-2%	10%	0%	-10%	12%	-2%	-1%
CCCNC(=O)C1(C)CCCN(C(=O)c2ccc(F)cc2Cl)C1 (stereo unspecified)	15	4%	12%	5%	/	5%	0%	/	18%
N#Cc1cccnc1N1CCN(C(=O)c2ccc3c(c2)S(=O)(=O)c2ccccc2C3=O)CC1	?	-1%	-6%	-11%	?	-6%	-12%	?	-4%
COc1ccc(NC(=O)C(c2ccc(C)cc2)N(C)C(=O)c2ccc(=O)[nH]c2)cc1 (stereo unspecified)	6	-28%[57.1 µM]	6%	41%	7%	-1%	6%	-5%	7%
O=[N+]([O-])c1ccc(N/N=C/c2cccc(O)c2O)cc1	?	-27%	?	-5%	23µM*	1%	?	?	?
NC1=NS(=O)(=O)NC1c1ccc(Cl)cc1 (stereo unspecified)	-1	7%	16%	-14%	0%	-4%	-11%	2%	23%
COc1ccc(NC(=O)C[C@H]2C(=O)N(Cc3cccnc3)C[C@@H]2Cc2ccccc2)cc1	-10	0%	1%	-21%	/	-5%	-5%	/	-1%
O=C(Cn1cncn1)NCc1cccc(C(F)(F)F)c1	3	5%	-4%	-16%	0.65µM*	-23%	-1%	-28%	-1%
Clc1cccc2c3c([nH]c12)CCNC3	-22	14%	-1%	-1%	-5%	-16%	-2%	0%	-9%
COC(=O)CNc1cccc(C(F)(F)F)c1	9	0%	10%	?	-2%	-3%	17%	-2%	21%
CCCC(=O)N1CCN(c2ccc(NC(=O)c3ccc([N+](=O)[O-])o3)cc2)CC1	-109*	-3%	6.5µM*	?	?	-16%	0%	7%	13µM*
CC(O)c1cccc(NC(=O)CC(c2ccccc2)c2ccccc2)c1 (stereo unspecified)	-6	-1%	3%	-7%	0%	/	-5%	-2%	3%
CCOc1ccccc1/C=N/N1CCN(Cc2ccccc2)CC1	-4	11%	4%	?	-5%	-17%	-2%	-37%	-2%
CCCCn1c(SCCN2CCCCC2)nc2c1c(=O)n(C)c(=O)n2C	2	17%	3%	-30%	/	/	2%	/	-3%
COc1ccc(N2CCN(C(=O)c3c(C)nn(-c4ccccc4)c3C)CC2)cc1	-9	-8%	8%	-1%	?	14%	5%	2%	5%

Five compounds picked at random from the list so far:
SMILES	IL1B secr inh	WRN inhibitor	HT1080 IDH1KD tx	KB-V1 MDR tox	MCF10A rerep	ATXN2 expr inh	KB-3-1 tox	SW480 rereplic	HT1080NT lethal
COCCNC(=O)CN1c2ccccc2CC1C (stereo unspecified)	10	5%	-2%	14%	-7%	2%	-3%	-1%[9.22 µM]	-1%
CCOc1ccc(N2C(=O)CC(SCC(=O)O)C2=O)cc1 (stereo unspecified)	?	9%	25%	0%	3%	51%	9%	4%	19%
COC(=O)c1ccc(C)c(NC(=O)CCn2[nH]c(=O)ccc2=O)c1	11	5%	6%	?	-3%	-1%	0%	-3%	17%
COC(=O)CNc1cccc(C(F)(F)F)c1	9	0%	10%	?	-2%	-3%	17%	-2%	21%
CC1=CC(C)(C)N(C(=O)c2ccccc2)c2ccc(C)cc21	38	-7%	-5%	-1%	20%	/	-4%	23%	-1%

Whole records, quoted from the list. Values in the order: IL1B secr inh | WRN inhibitor | HT1080 IDH1KD tx | KB-V1 MDR tox | MCF10A rerep | ATXN2 expr inh | KB-3-1 tox | SW480 rereplic | HT1080NT lethal
COc1ccc(N2CCN(C(=O)c3c(C)nn(-c4ccccc4)c3C)CC2)cc1 reads -9 | -8% | 8% | -1% | ? | 14% | 5% | 2% | 5%
CCOc1ccccc1/C=N/N1CCN(Cc2ccccc2)CC1 reads -4 | 11% | 4% | ? | -5% | -17% | -2% | -37% | -2%
CCCC(=O)N1CCN(c2ccc(NC(=O)c3ccc([N+](=O)[O-])o3)cc2)CC1 reads -109* | -3% | 6.5µM* | ? | ? | -16% | 0% | 7% | 13µM*

The order is random (roughly 12% active in at least one column).
